Vc quorum ag – induces V. cholerae light production without autoinducers | AID 588436 | 350,000 tested, 0.16% active | activation, % at 18.7 µM | V. cholerae BH1578 lux reporter, luminescence, 6 h; in the data active means activation mostly above about 9.7%, no sharp cut-off; further: not every result past the cut was called active; inactives centre near 0; reference of the scale not given here
SARS 3CLpro inh – SARS-CoV 3CLpro protease inhibition. P0C6X7. recombinant SARS-CoV 3CLpro, quenched FRET peptide cleavage. inhibition, % at 6 µM. 290,000 tested, 0.14% active; in the data active means inhibition above about 12%
Rv3671c protease – Rv3671c (M. tuberculosis) protease inhibition; 320,000 tested, 0.048% active; inhibition, % at 5.96 µM; AID 2606; in the data active means inhibition above about 38%;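 further: extracellular domain of Rv3671c used as enzyme; 0% = enzyme with DMSO and 100% = no enzyme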
Target sequence (P9WHR9 whole entry, looked up, the tested form may be a part): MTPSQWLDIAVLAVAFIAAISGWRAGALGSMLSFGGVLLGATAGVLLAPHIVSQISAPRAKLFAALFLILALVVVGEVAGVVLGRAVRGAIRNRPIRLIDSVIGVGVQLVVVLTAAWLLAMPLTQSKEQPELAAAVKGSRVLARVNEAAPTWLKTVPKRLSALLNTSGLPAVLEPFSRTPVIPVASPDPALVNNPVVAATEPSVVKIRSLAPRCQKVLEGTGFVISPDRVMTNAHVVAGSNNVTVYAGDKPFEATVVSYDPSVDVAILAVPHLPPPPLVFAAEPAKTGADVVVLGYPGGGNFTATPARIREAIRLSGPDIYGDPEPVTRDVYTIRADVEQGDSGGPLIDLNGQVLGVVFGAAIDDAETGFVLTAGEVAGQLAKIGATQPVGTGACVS
Y pestis TopoI – inhibitors of Yersinia pestis topoisomerase I; Y. pestis Topo-I cleavage product accumulation, plate reader; activity, % at 10 µM; 360,000 tested, 0.064% active; in the data active means activity above about 50%, passing the limit was not always enough; further: inactives centre near 2
Anthrax LF inh2 – inhibitors of Bacillus anthracis lethal factor protease; inhibition, % at 10 µM; 360,000 tested, 0.12% active; multiplex microsphere protease cleavage assay, LF; AID 588501; P15917; in the data active means inhibition above about 30%; further: plate controls were buffer without enzyme for full effect and enzyme alone for no effect
MazEF act – increases E. coli MazEF RNase cleavage of RNA | P0AE70 | FAM/BHQ RNA-DNA oligo cleavage fluorescence, 5 h | activation, % at 20 µM | 350,000 tested, 0.32% active | AID 504720; in the data active means activation above about 50%
Target sequence (P0AE70 whole entry, looked up): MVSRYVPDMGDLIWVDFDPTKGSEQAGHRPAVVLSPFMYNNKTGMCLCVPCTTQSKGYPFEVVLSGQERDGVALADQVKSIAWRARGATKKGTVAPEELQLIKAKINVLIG
TcdB inh – TcdB glycohydrolase inhibition; inhibition, % at 9.99 µM; TcdB glycohydrolase enzymatic assay, plate reader; AID 652162; P18177; 350,000 tested, 0.24% active; in the data active means inhibition above about 10%
VHR inh abs – DUSP3 (human) phosphatase inhibition. 290,000 tested, 0.52% active. AID 1654. P51452. recombinant VHR phosphatase, pNPP absorbance. inhibition, % at 13.3 µM; in the data active means inhibition above about 50%; further: some compounds called inactive have numbers as strong as hits
Target sequence (P51452 whole entry, looked up): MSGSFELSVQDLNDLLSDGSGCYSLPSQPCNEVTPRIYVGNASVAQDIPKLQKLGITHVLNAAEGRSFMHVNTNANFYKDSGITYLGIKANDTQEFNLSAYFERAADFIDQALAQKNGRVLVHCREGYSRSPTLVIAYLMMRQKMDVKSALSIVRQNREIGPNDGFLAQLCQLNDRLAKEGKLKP
PriA SSB inh – blocks PriA binding to SSB C-terminal tail. AlphaScreen SSBct-PriA binding, biotinylated peptide. inhibition, % at 33 µM. 430,000 tested, 0.6% active; in the data active means inhibition mostly above about 37%, no sharp cut-off; inactive means mostly below about 20%;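 further: plate controls were negative control peptide for no effect and reference peptide for full effect; strong numbers were not always called active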
PfHsp40 yeast – restores yeast growth despite PfHsp40 toxicity | S. cerevisiae expressing PfHsp40, growth rescue, ATP luminescence | growth rescue, % at 12.5 µM | 340,000 tested, 0.68% active; in the data active means growth rescue above about 28%, passing the limit was not always enough;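 further: yeast W303a lacking pdr1 and pdr3 grown in galactose medium; growth measured after three days at 30 °C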
* = called active by the depositor; i = inactive; · = not tested or not shown; & = joins results of further samples. A portion of the library; the hit share may differ from the screen's.

| No. | molecule | Vc quorum ag | SARS 3CLpro inh | Rv3671c protease | Y pestis TopoI | Anthrax LF inh2 |
| --- | --- | --- | --- | --- | --- | --- |
| 1 | CCCc1nnc(NC(=O)CCC(=O)N2CCN(CCn3c(C)ccc3C)CC2)s1 | -0.4 | 2 | -7 | 32 | -4 |
| 2 | Cc1cc(Oc2ccc(C(F)(F)F)cc2[N+](=O)[O-])c2c3c(c(=O)oc2c1)CCC3 | -1.5 | -3 | 0 | -10 | 1 |
| 3 | COc1ccc(S(=O)(=O)N2CCN(C(=O)NCc3ccc(C)cc3)CC2)cc1 | 6.2 | -9 | -4 | 15 | 2 |
| 4 | Cc1cccc(NC(=O)NCc2cccnc2)c1C | i | -2 | -5 | 2 | -6 |
| 5 | O=S1(=O)CCC(=Nc2ccc(Cl)cc2)c2ccsc21 | -0.3 | 4 | 1 | 4 | 11 |
| 6 | CC(C)(C)S(=O)N1Cc2cc(CO)cc(-c3ccccc3)c2[C@@H]1CCO (some centres undefined) | i | · | · | -1 | 0 |
| 7 | COc1ccc2nc(SCC(=O)Nc3ccccc3OC)[nH]c2c1 | -1.3 | 5 | 1 | 5 | 4 |
| 8 | Cc1ccc([N+](=O)[O-])cc1N=C1C(=O)Nc2ccccc21 | -0.6 | 3 | 4 | -6 | 4 |
| 9 | CC(O)c1nc2ccccc2n1Cc1ccccc1 (centres undefined) | i | -5 | 4 | 2 | 11 |
| 10 | CC(C)Oc1ccc(CN2CCC2(C)C(=O)NCc2cccc3ccccc23)cc1 (centres undefined) | i | · | · | -3 | -8 |

| No. | MazEF act | TcdB inh | VHR inh abs | PriA SSB inh | PfHsp40 yeast |
| --- | --- | --- | --- | --- | --- |
| 1 | 0 | · | 4 | -10 | -1.3 |
| 2 | 10 | · | -8 | -12 | -0.7 |
| 3 | 5 | -0.5 | -3 | -3 | -0.5 |
| 4 | -15 | -0.4 | 7 | -8 | -1.1 |
| 5 | -4 | -0.6 | 31 | -3 | -0.4 |
| 6 | -30 | 0.5 | · | 4 | 0.3 |
| 7 | 0 | 2.8 | 31 | -7 | -0.2 |
| 8 | -3 | -0.2 | 2 | 9 | 2.1 |
| 9 | -37 | -0.2 | 20 | -4 | -0.3 |
| 10 | · | -0.8 | · | · | · |

| No. | molecule | Vc quorum ag | SARS 3CLpro inh | Rv3671c protease | Y pestis TopoI | Anthrax LF inh2 |
| --- | --- | --- | --- | --- | --- | --- |
| 11 | COc1cc(C(=O)N2CCN(c3ccccn3)CC2)cc(OC)c1OC | 0.0 | -4 | 2 | 3 | -3 |
| 12 | CN(C(=O)CN1CC=C(c2ccccc2)CC1)c1c(N)n(Cc2ccccc2)c(=O)[nH]c1=O | -0.3 | 1 | -2 | 0 | -4 |
| 13 | Cc1ccc(/C=C(/C#N)C(=O)NC(C)c2ccccc2)o1 (centres undefined) | -0.5 | -5 | -8 | 6 | 0 |
| 14 | CC(=O)N1c2ccc(S(=O)(=O)NCCC(=O)NCc3ccc(Cl)cc3)cc2CC1C (centres undefined) | -0.4 | -6 | -3 | 7 | -2 |
| 15 | O=C(Nc1ccncc1)C1CC1c1ccccc1 (centres undefined) | -0.6 | 0 | -5 | -1 | -3 |
| 16 | O=C(Nc1ccnn1C1CCN(Cc2ccccc2OC(F)F)CC1)c1cccnc1 | -0.3 | -2 | -4 | -3 | 0 |
| 17 | O=C(O)c1cccc(NC(=O)c2cccc(S(=O)(=O)Nc3cccc([N+](=O)[O-])c3)c2)c1 | i | 4 | 5 | 1 | -8 |
| 18 | COc1ccc(C2=Nc3nc(-c4ccccc4)cn3C(c3ccc(OC)cc3)C2)cc1 (centres undefined) | -0.2 | 0 | · | -1 | -1 |
| 19 | CCc1nnc(NC(=O)CSc2nc3cc(OC)c(OC)cc3cc2C)s1 | -0.3 | 4 | -12 | 0 | 4 |
| 20 | O=C(CN1CCN(Cc2ccc3c(c2)OCO3)CC1)NCC(F)(F)F | 5.6 | 3 | -1 | 5 | -12 |

| No. | MazEF act | TcdB inh | VHR inh abs | PriA SSB inh | PfHsp40 yeast |
| --- | --- | --- | --- | --- | --- |
| 11 | 4 | 0.3 | 16 | 1 | 0.4 |
| 12 | 2 | 0.8 | 25 | -5 | -1.6 |
| 13 | 0 | 0.2 | 2 | -1 | -1.7 |
| 14 | -2 | 1.5 | 28 | 14 | -0.2 |
| 15 | 5 | · | 29 | -7 | -1.1 |
| 16 | 7 | 1.6 | -13 | -3 | 1.2 |
| 17 | 3 | -0.1 | -4 | -5 | -1.3 |
| 18 | -8 | 1.7 | 13 | 1 | 1.5 |
| 19 | 4 | -0.1 | 20 | -8 | -2.2 |
| 20 | 3 | 0.6 | -3 | -10 | -0.5 |

| No. | molecule | Vc quorum ag | SARS 3CLpro inh | Rv3671c protease | Y pestis TopoI | Anthrax LF inh2 |
| --- | --- | --- | --- | --- | --- | --- |
| 21 | Cc1cc(NS(=O)(=O)c2ccc(NC(=O)CN3C(=O)NC(C)(c4ccccc4)C3=O)cc2)nc(C)n1 (centres undefined) | i | · | -1 | 2 | 1 |
| 22 | CCC(C)(C)c1ccc(OCCCC[n+]2ccccc2)c(C(C)(C)CC)c1 | -1.6 | 3 | 3 | -7 | -1 |
| 23 | Clc1ccc(Cc2nc(-c3cccnc3)no2)cc1 | -1.7 | -3 | 3 | 1 | -2 |
| 24 | Cc1ccnc(NC(=O)COc2ccc3c(c2)CCC3)c1 | -0.6 | · | -3 | 16 | · |
| 25 | COc1ccccc1NC1=NC(CO)(CO)CS1 | i | 0 | -4 | 2 | · |
| 26 | CN(Cc1ccccc1)C(=O)N[C@@H](Cc1ccccc1)C(=O)O | -0.3 | -4 | 5 | -5 | 2 |
| 27 | c1ccc(CSc2ccc(-c3ccco3)nn2)cc1 | -0.3 | 3 | -10 | 3 | -3 |
| 28 | Cc1ccccc1/[N+]([O-])=C/c1cccs1 | -0.2 | 5 | -13 | -11 | 0 |
| 29 | CCNc1nc(SC(C(C)=O)C(C)=O)nc(N(C)C)n1 | 1.3 | 1 | 0 | -8 | 0 |
| 30 | O=C1Nc2ccccc2C1Cc1nc2ccccc2c(=O)n1-c1ccccc1 (centres undefined) | -0.6 | 0 | -13 | 3 | 2 |

| No. | MazEF act | TcdB inh | VHR inh abs | PriA SSB inh | PfHsp40 yeast |
| --- | --- | --- | --- | --- | --- |
| 21 | 4 | 0.9 | · | -2 | -0.5 |
| 22 | · | 5.4 | 23 | · | -1.0 |
| 23 | -4 | · | 23 | -22 | 0.5 |
| 24 | 4 | 1.1 | · | -5 | 0.0 |
| 25 | 7 | 1.2 | 9 | 0 | · |
| 26 | 33 | · | 19 | -9 | -0.5 |
| 27 | -5 | · | 16 | 6 | 0.8 |
| 28 | -4 | 1.5 | 17 | -6 | -1.1 |
| 29 | 0 | · | 9 | -22 | 1.9 |
| 30 | 6 | 0.2 | 14 | 7 | 1.0 |

| No. | molecule | Vc quorum ag | SARS 3CLpro inh | Rv3671c protease | Y pestis TopoI | Anthrax LF inh2 |
| --- | --- | --- | --- | --- | --- | --- |
| 31 | CC(=O)c1cccc(NC(=O)CSc2nnnn2C2CCCC2)c1 | -3.6 | 2 | · | 16 | 11 |
| 32 | O=C(NCCc1ccccc1)C1CCN(S(=O)(=O)c2ccccc2)CC1 | -0.5 | 3 | -1 | 8 | -4 |
| 33 | O=C(Cc1ccc(Br)cc1)OCC(=O)N1CCOCC1 | i | · | -9 | 2 | -2 |
| 34 | COCCCn1c(=O)c2ccccc2c2ccccc2c1=O | i | 1 | -4 | 6 | -4 |
| 35 | COc1ccc(CCN2CCC(Nc3nc4ccccc4n3Cc3ccc(F)cc3)CC2)cc1 | -9.7&-0.7 | -3 | -1 | -2 | -3 |
| 36 | Cc1ccc(NC(=O)NCc2ccncc2)cc1Cl | -0.2 | 0 | -5 | 1 | 0 |
| 37 | CCOC(=O)C1CCCN(Cc2cc(OC)c(O)c(OC)c2)C1 (centres undefined) | -0.7 | -3 | 1 | -5 | 0 |
| 38 | O=c1c2ccccc2[nH]c(=S)n1-c1cccc(Cl)c1 | i | · | · | -5 | -2 |
| 39 | CCN1C[C@@H]2[C@@H]3C(=O)N(Cc4ccccc4)C(=O)[C@@H]3[C@](C)(C(=O)OC)N2C1=NC1CCCCC1 | i | · | · | 7 | -3 |
| 40 | CCCCn1c(SCc2ccc(C(=O)OC)o2)nc2cc(S(N)(=O)=O)ccc21 | i | 1 | 5 | 15 | 4 |

| No. | MazEF act | TcdB inh | VHR inh abs | PriA SSB inh | PfHsp40 yeast |
| --- | --- | --- | --- | --- | --- |
| 31 | -1 | 0.2 | 39 | -1 | -0.9 |
| 32 | -1 | · | 24 | 1 | -1.2 |
| 33 | 8 | -1.4 | · | -11 | 1.2 |
| 34 | -2 | · | 41 | -32 | -0.6 |
| 35 | 0 | 0.8 | 9 | 5 | 0.0&-1.2 |
| 36 | -8 | 1.5 | 14 | -15 | 7.6 |
| 37 | 0 | · | 8 | -10 | 0.0 |
| 38 | 1 | -0.5 | · | · | · |
| 39 | 4 | 1.3 | · | -1 | 1.7 |
| 40 | 2 | · | -4 | -4 | -0.6 |

| No. | molecule | Vc quorum ag | SARS 3CLpro inh | Rv3671c protease | Y pestis TopoI | Anthrax LF inh2 |
| --- | --- | --- | --- | --- | --- | --- |
| 41 | c1ccc(-c2nc(NCc3cccs3)c3ccccc3n2)cc1 | -2.6 | -1 | -21 | -2 | -2 |
| 42 | C=C(Br)CN1CCN(CC(=C)Br)CC1 | · | -3 | -3 | 7 | -2 |
| 43 | O=S(=O)(Cc1cc(N2CCOCC2)nc(-c2ccccn2)n1)c1ccccc1 | -0.7 | 1 | 3 | 4 | -3 |
| 44 | CCCc1nc(SCC(=O)c2ccc(F)cc2)c2ccccc2n1 | i | 3 | -6 | 34 | -5 |
| 45 | Cc1[nH]c(=O)[nH]c(=O)c1S(=O)(=O)Nc1ccc(Cl)c([N+](=O)[O-])c1 | -1.1 | -4 | -3 | -2 | 5 |
| 46 | CCc1nnc(NC(=O)CCC(=O)N2CCCC(O)C2)s1 (centres undefined) | -0.1 | 2 | 6 | -7 | -2 |
| 47 | Cn1c2ccccc2c2cc(C(=O)NNC(=O)CCl)sc21 | -0.3 | 0 | 2 | 5 | 1 |
| 48 | CC(=O)N1CCN(c2ccc(NC(=S)NC(=O)c3ccc(C)c([N+](=O)[O-])c3)cc2)CC1 | -0.8 | 4 | 0 | 10 | -6 |
| 49 | COc1ccc(C(=O)NCCn2cc(SCC(=O)NCc3ccco3)c3ccccc32)cc1 | -18 | 4 | -2 | 24 | -5 |
| 50 | CC(=O)N(CN1C(=O)c2ccc([N+](=O)[O-])cc2C1=O)c1cccc(C(=O)O)c1 | · | -1 | 0 | 4 | 0 |

| No. | MazEF act | TcdB inh | VHR inh abs | PriA SSB inh | PfHsp40 yeast |
| --- | --- | --- | --- | --- | --- |
| 41 | 7 | 1.5 | 36 | -20 | 1.4 |
| 42 | 8 | · | 11 | -18 | 1.9 |
| 43 | 2 | 2.8 | 40 | 1 | -1.0 |
| 44 | 2 | -2.0 | 4 | -38 | 2.7 |
| 45 | 1 | 0.6 | 13 | 6 | 0.3 |
| 46 | -14 | 0.8 | 15 | 4 | -0.9 |
| 47 | 9 | -0.3 | 19 | 9 | 2.1 |
| 48 | 5 | -0.2 | 2 | 3 | 0.1 |
| 49 | 0 | · | 8 | -6 | 0.1 |
| 50 | 1 | 2.1 | -9 | -6 | -0.5 |
